Screening results deposited in PubChem by SRMLSC.
Ecoli WT growth: growth inhibitors of wild type E. coli, primary screen, strain BW25113 wild type, absorbance readout | E. coli BW25113 growth inhibition, OD600 | inhibition, % at 10 µM | actives 0.05% (n = 20,000) | AID 552, 2006; in the data active means inhibition above about 40%;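 further: bacteria exposed to compound for 20 hours at 37 °C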
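Material: bacterial strain in a whole-cell growth screen; Amount: inoculum from a 1:1000 dilution of a 1.5 h subculture; Buffer or medium: LB plus kanamycin 50 µg/mL; Dosing: one dose, 10 µM final; Times: compound exposure of 20 h at 37 °C; Measured by: absorbance at 615 nm as a measure of bacterial growth.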
Starred values were filed as active, the others as inactive.

structure | Ecoli WT growth
CC1=CC(C)(C)C(C(=O)O)C(C(=O)O)C1 (stereo not given) | 1.5
COc1ccc(Cl)c(S(=O)(=O)N2CCCC2)c1 | -15.7
Cc1cc(=O)n2nc(N3CCCC(C(=O)N4CCN(C)CC4)C3)sc2n1 (stereo not given) | -3.6
Cc1ccc(NC(=O)NCCCN2CCOCC2)cc1 | 4.1
COc1cc(OC)nc(NC(=O)CN2CCN(c3ccc(F)cc3)CC2)n1 | -14.4
CC1Cn2c(nnc2-c2cc3ccccc3cc2O)S1 (stereo not given) | -16.9
CCOC(=O)c1c(NC(=O)CSc2n[nH]c(-c3ccco3)n2)sc(C)c1C | -6.4
Cc1ccc(C(=O)CSc2nnc(-c3ccco3)o2)o1 | -13.3
COc1ccc(C(=O)O)cc1S(=O)(=O)Nc1cccc(C)c1 | -9.1
O=C(CSc1ccccc1C(=O)NCCCN1CCCC1=O)NCc1ccco1 | -1.5
COc1ccc(Cl)cc1C(=O)Nc1ccc2c(c1)OCO2 | 6.0
COc1ccc(C2C(C#N)=C(N)OC3=C2C(=O)CC(C)C3)c(OC)c1OC (stereo not given) | -6.5

structure | Ecoli WT growth
O=C1OCCC1Sc1ncnc2sc3c(c12)CCC3 (stereo not given) | -1.1
CC(=O)OCC(=O)[C@@]1(O)CC[C@H]2[C@@H]3CCC4=CC(=O)CC[C@]4(C)[C@H]3[C@@H](O)C[C@@]21C | -4.1
CCC1CCCCN1S(=O)(=O)c1ccc(C(=O)Nc2nnc(-c3ccccc3Cl)o2)cc1 (stereo not given) | 8.8
Cn1c(SCC(=O)Nc2ccc3c(c2)oc2ccccc23)nnc1-c1ccccc1 | -2.2
CCCC1(C(=O)OCC)NC(c2ccc(N(C)C)cc2)C2C(=O)N(c3ccccc3)C(=O)C21 (stereo not given) | 3.4
O=C1CSC(c2cn(-c3ccccc3)nc2-c2ccccc2)N1Cc1ccco1 (stereo not given) | 9.2
CC(C)Sc1nnc([C@H](C)NC(=O)OC(C)(C)C)o1 | -14.3
COC(=O)c1ccc(CN2C(=O)c3ccccc3S2(=O)=O)cc1 | -15.5
O=C(Nc1cccnc1)C1CC(c2ccc(Cl)c(Cl)c2)=NO1 (stereo not given) | -6.7
COCCn1c(C)c(C(=O)O)sc1=S | 2.8
Cc1ccc(-c2nc3cc(N)ccc3o2)cc1 | 6.3
O=C(Nc1ccccc1)N1CC=C(c2ccc(F)cc2)CC1 | -5.9

structure | Ecoli WT growth
CCOC(=O)C1=C(C)NC(C)=C(C(=O)OCC)C1c1cc(N)ccc1OC(F)F | 4.6
O=C(NC(c1ccccc1)c1ccccc1)N1CCN(CCO)CC1 | -11.6
N#Cc1nc(-c2ccccc2)oc1NCCN1CCCCC1 | -13.5
CCOC(=O)c1cnc2ccc(C(=O)OC)cc2c1NCc1ccco1 | -15.4
CSc1cccc(NC(=O)CSc2ccccc2)c1 | -12.8
Cc1noc(C)c1C(=O)NC(C)c1ccc2c(c1)OCO2 (stereo not given) | -22.5
C=C(C)COc1ccc(-c2n[nH]c(C)c2-c2ccccc2)c(O)c1 | 0.9
C=CCSc1nnc2c(n1)OC=Nc1ccc(Br)cc1-2 | -11.6
O=C(CC(c1ccc(F)cc1)c1ccco1)N1CCOCC1 (stereo not given) | 6.8
CCOc1ccc(C2C=C(c3ccc(F)cc3)Nc3ncnn32)cc1 (stereo not given) | 7.2
CC(C)c1ccc(NC(=O)C2CC(=O)N=C(N)S2)cc1 (stereo not given) | 4.2
CC(=O)c1ccc(NS(=O)(=O)c2cccc(C)c2)cc1 | 4.9

structure | Ecoli WT growth
CN(c1ccccc1C(=O)Nc1cccc(C(F)(F)F)c1)S(C)(=O)=O | -22.4
COCc1nnc(NC(=O)c2sc3ccccc3c2Cl)s1 | -4.7
O=C(Cn1nnc(-c2ccc(OCc3ccccc3F)cc2)n1)N1CCOCC1 | -27.5
CC(=O)N1CCN(c2ccc(NC(=O)c3ccc(C(C)(C)C)cc3)cc2)CC1 | 2.9
COc1ccc(Br)cc1C1N2CC3(C)CN1CC(C)(C2)C3=O (stereo not given) | 10.9
Cc1cc(C(=O)NCc2cccnc2)cs1 | -17.1
COc1ccccc1N(CC(=O)Nc1cccnc1)S(C)(=O)=O | -1.0
C[C@@H]1C[C@H](O)c2cc(Cl)ccc2N1 | -2.0
Cc1cc(=O)n(CC(C)C)c(O)c1C#N | -6.6
COCCCNC(=O)c1c(N)n(-c2cccc(S(N)(=O)=O)c2)c2nc3ccccc3nc12 | 6.8
CN(C)S(=O)(=O)CC12CCC(CC1=O)C2(C)C (stereo not given) | -10.3
CCC1CCc2c(sc3ncnc(N4CCOCC4)c23)C1 (stereo not given) | -2.2

Some of the entries so far, field by field:
Cc1cc(C(=O)NCc2cccnc2)cs1
  Ecoli WT growth: -17.1
COc1ccccc1N(CC(=O)Nc1cccnc1)S(C)(=O)=O
  Ecoli WT growth: -1.0
C[C@@H]1C[C@H](O)c2cc(Cl)ccc2N1
  Ecoli WT growth: -2.0
Cc1cc(=O)n(CC(C)C)c(O)c1C#N
  Ecoli WT growth: -6.6

Carrying on.
structure | Ecoli WT growth
O=C(Nc1cccc(S(=O)(=O)c2cccc(NC(=O)C3CC3)c2)c1)C1CC1 | 1.0
c1cc(CNc2ccc3c(c2)OCCO3)ccn1 | 1.3
Cc1cccc(N(CC(N)=O)S(C)(=O)=O)c1C | -4.5
C=CCNC(=O)c1cc(-c2ccccc2O)on1 | 8.0
Cc1ccnc(SCCn2c(N3CCN(Cc4ccccc4)CC3)nc3c2c(=O)[nH]c(=O)n3C)n1 | 9.8
COc1ccc(N2C(=O)CC(N3CCCC4CCCCC43)C2=O)cc1 (stereo not given) | -3.2
Cc1nnc(SCC(=O)Nc2sc3c(c2C#N)CCCC3)[nH]c1=O | -1.7
Cc1ccc(Cl)cc1N1CCN(C(=O)CN2C(=O)c3cccc4cccc2c34)CC1 | -8.4
CCC(=O)N(Cc1cc2ccccc2[nH]c1=O)C(C)C | -21.6
Cc1nnc(SCC(=O)Nc2ccccc2N2CCOCC2)s1 | -19.6
CCc1nnc(NC(=O)CSc2nnc(-c3cc4ccccc4cc3O)n2CC)s1 | 14.3
Cc1cc(C)c(C(N)=O)c(Nc2ccc3c(c2)OCCO3)n1 | 6.4

structure | Ecoli WT growth
CCOC(=O)C1C(=O)OC2(CCCC2)C1C(=O)OCC (stereo not given) | -2.2
O=C(Nc1cccc(Cl)c1N1CCCCC1)c1ccc2c(c1)OCCO2 | -25.1
COc1ccc(-c2nnc(SCC#N)o2)cc1 | -2.4
Cc1ccc(N2C(N)=NC(N)=NC23CCCC3)c(C)c1 | -0.3
CCc1nnc(NC(=O)C2CCN(c3nccc(C)n3)CC2)s1 | -2.3
Cc1ccc(S(=O)(=O)N2CCN(C(=O)CN3CCOCC3)C2C(C)C)cc1 (stereo not given) | 9.9
CC(=O)Nc1cccc(OCC(O)Cn2cnc3ccccc32)c1 (stereo not given) | 5.7
COC(=O)c1[nH]c2ccc(F)cc2c1NS(=O)(=O)c1ccc(OC)cc1OC | -5.5
C=CCSc1n[nH]c(-c2ccc(OCCCC)cc2)n1 | -12.5
O=C(Cn1c(=O)n(Cc2ccc3c(c2)OCO3)c(=O)c2ccccc21)N1CCCc2ccccc21 | -4.5
CC(=O)Nc1ccc(NC(=O)CNS(=O)(=O)c2ccc(C)cc2)cc1 | -6.0
O=C(Oc1ccc(OC(=O)N2CCCCC2)cc1)c1ccccc1 | -10.5

structure | Ecoli WT growth
O=C(c1nc2ccccc2s1)N1CCN(c2ccccn2)CC1 | -20.0
COCCNC(=O)C(c1ccc(C)o1)N(Cc1ccc(F)cc1)C(=O)Cn1nnc2ccccc21 (stereo not given) | -3.5
COc1cc(NC(=O)CN2c3cccc4cccc(c34)S2(=O)=O)cc(OC)c1OC | -16.0
CCOc1ccc2nc(NC(=O)CSc3nnnn3C3CCCCC3)sc2c1 | 1.9
CCOC(=O)N1CCN(Cc2ccccc2F)CC1 | -5.5
COc1ccc(Cc2nc3ccc(S(N)(=O)=O)cc3[nH]2)cc1OC | 0.2
CCCn1c(SCC(=O)N2CCN(c3ccccc3)CC2)nc2ccccc2c1=O | 10.0
N#CC1=C(N)Oc2n[nH]c(-c3cccs3)c2C1c1ccsc1 (stereo not given) | -18.2
Cc1nnc(SCCn2c(Br)nc3c2c(=O)[nH]c(=O)n3C)s1 | -16.2
COc1ccc(OC)c(C2C(C#N)=C(N)Oc3cc(C)[nH]c(=O)c32)c1 (stereo not given) | 7.3
COc1ccc2c(-c3cccnc3)cc(=O)[nH]c2c1 | -7.0
CCC(=O)c1ccc(OCC(O)CN2CCOCC2)cc1 (stereo not given) | 2.3

An excerpt from further up:
structure | Ecoli WT growth
CC1=CC(C)(C)C(C(=O)O)C(C(=O)O)C1 (stereo not given) | 1.5
COc1ccc(Cl)c(S(=O)(=O)N2CCCC2)c1 | -15.7
Cc1cc(=O)n2nc(N3CCCC(C(=O)N4CCN(C)CC4)C3)sc2n1 (stereo not given) | -3.6
Cc1ccc(NC(=O)NCCCN2CCOCC2)cc1 | 4.1
COc1cc(OC)nc(NC(=O)CN2CCN(c3ccc(F)cc3)CC2)n1 | -14.4
CC1Cn2c(nnc2-c2cc3ccccc3cc2O)S1 (stereo not given) | -16.9
CCOC(=O)c1c(NC(=O)CSc2n[nH]c(-c3ccco3)n2)sc(C)c1C | -6.4

Further compounds follow:
structure | Ecoli WT growth
CCCn1c(CCc2ccccc2)nnc1SCC(=O)N1CCOCC1 | -19.8
CCOC(=O)c1[nH]c2ccccc2c1NC(=O)C(C)(C)C | -7.3
CCc1ccc(C2CC(c3ccccc3)n3ncnc3N2)cc1 (stereo not given) | 7.8
CN(C)S(=O)(=O)c1cc(C(=O)NCC2CCCO2)c(Cl)cc1Cl (stereo not given) | 0.4
CN(CC(=O)N1CCCC1)S(=O)(=O)c1cc(Cl)ccc1Cl | -12.0
O=C(NCc1ccccn1)c1ccc(COc2ccc(Cl)cc2)o1 | 6.6
CCn1c(SCC(=O)Nc2nccs2)nnc1-c1ccc(C)cc1 | -5.7
COc1ccccc1C1CC(c2ccc(Cl)cc2)Nc2ncnn21 (stereo not given) | -14.4
O=C1c2ccccc2C(=O)N1CCCc1nc(-c2ccccn2)no1 | 0.4
Nc1n[nH]c(-c2ccc(Br)cc2)c1Cl | -15.8
CC(=O)c1cc(-c2ccc(F)cc2)n(CCC(=O)Nc2cc(C)[nH]n2)c1C | -4.3
CCn1c(Cc2c(C)[nH]c3ccccc23)n[nH]c1=S | -24.5

structure | Ecoli WT growth
CC(CN1c2ccccc2Sc2ccccc21)N(C)C (stereo not given) | 14.7
Cc1occc1C(=O)Nc1ccc(S(=O)(=O)N2CCCC2)cc1 | -18.0
O=C1N/C(=C\c2ccccc2)c2ccccc21 | -16.8
O=C(Nc1nncs1)C1(c2ccccc2)CCCC1 | -20.0
Cc1cc(N2C(=O)CC(N3CCN(c4ccc(C(=O)c5cccs5)cc4)CC3)C2=O)no1 (stereo not given) | -8.6
COc1ccc2cc(CN(CCO)C(=O)c3ccccc3F)c(=O)[nH]c2c1 | -4.4
CCOC(=O)Cn1nnc(-c2ccc(S(C)(=O)=O)cc2)n1 | -19.1
O=c1oc(-c2ccco2)nc2ccccc12 | -5.6
C=CCn1c(CC(=O)Nc2cccc(OC)c2)nnc1SCC(=O)NC1CCCCC1 | 4.0
CC1C(=O)C(C)C(c2cccs2)NC1c1cccs1 (stereo not given) | 8.8
COc1ccc(OC)c(NC(=O)Cn2cc(C(=O)c3ccco3)c3ccccc32)c1 | -28.1
O=C(O)CCc1ccc(-c2ccc(Cl)cc2)n1Cc1ccco1 | -22.0

structure | Ecoli WT growth
Cc1cn([C@H]2C[C@H](N=[N+]=[N-])[C@@H](CO)O2)c(=O)[nH]c1=O | 71.8*
CCNc1nc(Oc2ccc(=O)[nH]n2)nc(SC)n1 | 0.1
COCCNc1nc(SCC(=O)N2CCN(c3ccccc3)CC2)nc2ccccc12 | -3.0
O=C(c1ccccc1)N(Cc1cccs1)C1CCS(=O)(=O)C1 (stereo not given) | -16.0
CC(C)COC(=O)N(C)c1ccc(C(O)(C(F)(F)F)C(F)(F)F)cc1 | -2.8
CC(=O)c1cc2c(cc1NC(=O)Nc1cccc(Cl)c1)OCCO2 | -19.3
COc1ccc(OC)c(NC(=O)CSc2ncccc2C(=O)O)c1 | 4.8
CCn1cc(C(=O)O)c(=O)c2cc(F)c(N3CCNCC3)cc21 | 75.6*
Clc1ccc(-n2nnnc2-c2ccccc2)cc1 | -21.3
CCOC(=O)COc1ccc(S(=O)(=O)NCCC2=CCCCC2)cc1 | -19.1
CC1CCC(C(=O)NC(C(=O)NCCN2CCC(C)CC2)C(C)C)CC1 (stereo not given) | 15.1
O=C(C1CCCO1)N1CCc2ccccc21 (stereo not given) | -2.5

structure | Ecoli WT growth
CC1CC2(CC(C)(C(=O)CSc3n[nH]c(-c4ccccc4Cl)n3)OC2=O)C(=O)O1 (stereo not given) | -17.9
CCOC(=O)N1CCN(C(=O)CN(Cc2ccccc2)S(=O)(=O)c2ccc(OC)c(C)c2)CC1 | -4.4
CC(=O)Nc1ccc(-c2nn[nH]n2)cc1Cl | 3.5
O=C(c1cnccn1)N(c1ccccc1)C1(C(=O)NC2CCCC2)CCCCC1 | -3.3
Nc1nc(SCC(=O)c2ccc(Oc3ccccc3)cc2)n[nH]1 | -11.4
COC(=O)N1CC(c2ccccc2)CC1=O (stereo not given) | -4.5
CCOc1ccccc1NC(=O)CC1NCCNC1=O (stereo not given) | -10.2
O=C(Cn1cnc2ccccc2c1=O)N1CCN(Cc2ccccc2)CC1 | -14.3
Cc1cc(OCC(=O)NCCO)cc(C)c1Cl | -1.1
COCCn1c(SCC(=O)Nc2cccc(OC)c2)nnc1-c1ccc(Cl)cc1 | -0.9

Only part of the results is shown, so the mix of outcomes need not match the whole.
